MC4R ag barr: MC4R agonists recruiting beta-arrestin, primary screen, cell-based, luminescence, agonist arm of biased-ligand search; Melanocortin receptor 4 (Homo sapiens), P32245; U2OS MC4R beta-arrestin complementation; percent of melanotan II response, DMSO zero; activation, % at 8.9 µM; hit rate 0.98% among 360,000; AID 540308, 2011;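 active means activation above a per-plate cutoff, the mean activation of sample wells on that plate plus 3 SD, cut at about 8% in these data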
Cardio protect: cardioprotection against H2O2-induced cell death, primary screen, uHTS, H9c2 cells, ATPLite luminescence | protection from H2O2 cell death, % at 20 µM | hit rate 0.63% among 360,000 | H9c2 cardiomyocytes, H2O2 injury protection, 2 h | AID 588492, 2011;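 active means compounds giving at least 50% protection of heart cells from peroxide-induced death in the single-dose screen, raw or plate-pattern-corrected value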;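 further: 0% = DMSO wells with peroxide and 100% = DMSO wells without peroxide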
ABHD5 PLIN5 PPI: ABHD5-PLIN5 interaction inhibitors, primary screen, cell lysate, split luciferase complementation, luminescence. Perilipin-5 (Homo sapiens) + 1-acylglycerol-3-phosphate O-acyltransferase ABHD5 (Homo …. Split G. princeps luciferase complementation, 4 h. inhibition, % at 4 µM. hit rate 0.78% among 360,000. AID 602281, 2012;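 active means inhibition above the mean inhibition across every tested compound plus 3 SD, cut at about 22% in these data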;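 further: 0% = DMSO only wells and the 100% control is not disclosed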
Target sequence (Q00G26 whole entry, looked up): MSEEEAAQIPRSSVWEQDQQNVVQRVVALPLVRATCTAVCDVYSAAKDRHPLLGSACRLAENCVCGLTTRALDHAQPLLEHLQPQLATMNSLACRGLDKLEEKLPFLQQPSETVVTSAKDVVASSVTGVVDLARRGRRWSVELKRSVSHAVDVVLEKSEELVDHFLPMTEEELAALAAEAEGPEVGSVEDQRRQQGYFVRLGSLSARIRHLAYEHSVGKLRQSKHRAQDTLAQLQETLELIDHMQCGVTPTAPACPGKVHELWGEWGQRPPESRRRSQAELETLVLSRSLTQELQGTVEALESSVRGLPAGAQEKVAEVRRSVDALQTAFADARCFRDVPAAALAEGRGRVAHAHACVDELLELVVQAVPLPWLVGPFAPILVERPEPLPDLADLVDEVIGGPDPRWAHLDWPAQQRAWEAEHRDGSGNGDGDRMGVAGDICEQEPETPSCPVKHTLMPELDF
Target sequence (Q8WTS1 whole entry, looked up): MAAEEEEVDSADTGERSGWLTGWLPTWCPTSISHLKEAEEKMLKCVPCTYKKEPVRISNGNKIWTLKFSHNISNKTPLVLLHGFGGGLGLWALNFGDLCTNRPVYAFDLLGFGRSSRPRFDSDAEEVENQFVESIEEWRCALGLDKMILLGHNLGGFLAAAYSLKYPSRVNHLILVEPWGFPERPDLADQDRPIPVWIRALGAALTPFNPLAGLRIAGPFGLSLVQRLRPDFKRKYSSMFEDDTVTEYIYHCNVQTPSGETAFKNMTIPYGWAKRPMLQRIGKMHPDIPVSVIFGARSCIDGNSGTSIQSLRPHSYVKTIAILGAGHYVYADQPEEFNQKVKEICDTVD
ABCB6 inh 2: ABCB6 transporter inhibitors, primary screen, K562-ABCB6 cells, flow cytometry, MLPCN library; K562-ABCB6 porphyrin accumulation, 1 h; hits give low values; fluorescence ratio to DMSO, % at 10 µM; hit rate 0.19% among 360,000; ATP-binding cassette sub-family B member 6 (Homo sapiens), Q9NP58;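 active means fluorescence ratio to DMSO below 75%, the collection mean minus 3 SD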;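 further: signal is porphyrin accumulated inside mitochondria; 100% equals median channel fluorescence of DMSO control wells; lower ratio means ABCB6 inhibition with less porphyrin fluorescence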
m5-HT2A agonist: mouse Htr2a agonists via beta-arrestin recruitment, primary screen, cell-based, luminescence; CHO-K1 mHTR2A beta-arrestin complementation; percent of 30 µM serotonin response; hit rate 0.66% among 360,000; activation, % at 7.6 µM; 5-hydroxytryptamine receptor 2A (Mus musculus), P35363;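 active means activation above a run cutoff, the mean activation of all tested compounds plus 3 SD, cut at about 14% in these data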;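 further: 0% = plate median of compound wells and 100% = 30 µM serotonin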
PDI turbidity: inhibitors of human PDI, primary screen, biochemical, turbidity, single point, plate reader; inhibition, % at 10 µM; AID 588391, 2011; hit rate 0.052% among 350,000; PDI insulin aggregation turbidity, A650, 90 min;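 active means mean inhibition across replicates of 30% or more, whatever share of single replicates reach that level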;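 further: absorbance from insulin aggregation driven by PDI reduction with DTT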
MC4R antagonist: MC4R antagonists of cAMP signaling, primary screen, cell-based, TR-FRET, antagonist arm of biased-ligand search. hit rate 0.48% among 360,000. AID 540295, 2011. inhibition, % at 6.5 µM. MC4R-expressing cells, MTII-stimulated cAMP, LANCE TR-FRET. Melanocortin receptor 4 (Homo sapiens), P32245;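 active means inhibition above its plate's cutoff, the mean of tested wells on that plate plus 3 SD, cut at about 29% in these data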;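 further: 0% = Melanotan II alone and 100% = Melanotan II plus saturating MCL0020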
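Test system: U2OS cells stably expressing human melanocortin 4 receptor (MC4R); also added: Melanotan II challenge; compound: 6.5 µM single dose; timing: 30-min compound preincubation, 1-h Melanotan II challenge, 1-h detection, room temperature; signal: Eu-cAMP/anti-cAMP TR-FRET, emission 671 nm; repeats: one well per compound, no replicates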
CaV13 ICDI inh: Primary screen for inhibitors of IQ motif and Ca2+-dependent inactivation inhibitor domain binding in CACNA1D, Förster resonance energy transfer in living cells, …; inhibition, % at 12.3 µM; HEK cells, CFP/YFP FRET ICDI-IQ, plate reader, 10 min; percent FRET-ratio fall versus neutral wells; hit rate 0.098% among 340,000; AID 743397;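 active means mean replicate inhibition of at least 30% and at least 1% of replicates passing that level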;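 further: 0% = median of the neutral control wells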
N-glyco inh: increase of ERlucT glycosylation luciferase signal, primary screen, N-linked glycosylation inhibitor project, D54 ERlucT cells, luminescence, set 2; D54 ERlucT glycosylation luciferase reporter, 24 h; percent of 100 nM tunicamycin response; reporter increase, % at 12.5 µM; hit rate 0.23% among 360,000; AID 588692, 2011;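 active means mean luciferase reporter signal, scaled so untreated is 0 and the glycosylation-blocking control 100, at or above a set limit in every replicate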;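 further: luciferase carries N-glycosylation sites so blocking glycosylation raises the light; 0% = median of neutral control wells and 100% = median of 100 nM tunicamycin wells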
Exocytosis inh: LAMP-1 surface exposure blockers, TALL-104 cells – cell-based, flow cytometry, MLPCN library, primary screen; hit rate 0.66% among 360,000; inhibition, % at 10 µM; TALL-104 LAMP-1 surface exposure; cells stimulated with thapsigargin and PMA;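 active means inhibition above about 55%, limit read from the data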
Active calls of the source: *.

O=c1c2c3c(sc2ncn1/N=C/c1ccccc1)CCCC3 was read as MC4R ag barr -1.9, Cardio protect -2, ABHD5 PLIN5 PPI 5, ABCB6 inh 2 85, m5-HT2A agonist 0, PDI turbidity 11, MC4R antagonist 6, N-glyco inh 2 and Exocytosis inh -4.
For CCc1nc2ccc(C(=O)N(C)C(C)C)cn2c1N(CC)Cc1cccc(Br)c1 the results were MC4R ag barr 2.2, Cardio protect -9, ABHD5 PLIN5 PPI 12, ABCB6 inh 2 99, m5-HT2A agonist -1, PDI turbidity -10, MC4R antagonist 5, CaV13 ICDI inh -5, N-glyco inh -1 and Exocytosis inh -8.
For O=C(O)C1CCCCC1C(=O)Nc1ccc(S(=O)(=O)N2CCCC2)cc1 (centres undefined) the results were MC4R ag barr -1.8, Cardio protect -6, ABHD5 PLIN5 PPI -6, ABCB6 inh 2 100, m5-HT2A agonist -6, PDI turbidity 8, MC4R antagonist -2, CaV13 ICDI inh -3, N-glyco inh 1 and Exocytosis inh -16.
For COc1c(C)cc(Br)cc1C(=O)Nc1ccccc1C the results were MC4R ag barr -2.0, Cardio protect -12, ABHD5 PLIN5 PPI -4, ABCB6 inh 2 92, m5-HT2A agonist 0, PDI turbidity -16, MC4R antagonist 2, CaV13 ICDI inh 0, N-glyco inh -3 and Exocytosis inh 2.
Screening Cc1ccnc(SCCn2c(N3CCC(C)CC3)nc3c2c(=O)n(C)c(=O)n3C)n1 returned MC4R ag barr -2.5, Cardio protect 6, ABHD5 PLIN5 PPI 3, ABCB6 inh 2 97, m5-HT2A agonist 4, PDI turbidity -7, MC4R antagonist 6, CaV13 ICDI inh -8, N-glyco inh 4 and Exocytosis inh 0.
Screening O=C(Nc1ccc(Cl)cc1)Nc1cccc(C(=O)O)c1 returned MC4R ag barr -0.9, Cardio protect -15, ABHD5 PLIN5 PPI -2, ABCB6 inh 2 100, m5-HT2A agonist 4, PDI turbidity 1, MC4R antagonist 3, CaV13 ICDI inh -5, N-glyco inh -6 and Exocytosis inh 1.
Screening Cc1cc(C(=O)COC(=O)C(C)NC(N)=O)c(C)n1Cc1ccco1 (centres undefined) returned MC4R ag barr -2.7, Cardio protect -17, ABHD5 PLIN5 PPI 2, ABCB6 inh 2 87, m5-HT2A agonist 7, PDI turbidity -7, MC4R antagonist -7, CaV13 ICDI inh -4, N-glyco inh 0 and Exocytosis inh 0.
`CCN(CC(=O)Nc1ccc(NC(C)=O)cc1)C(=O)c1cc(-c2ccccc2)nn1-c1ccccc1` gave MC4R ag barr -4.5, Cardio protect 4, ABHD5 PLIN5 PPI 3, ABCB6 inh 2 94, m5-HT2A agonist 8, PDI turbidity 0, MC4R antagonist 3, CaV13 ICDI inh -4, N-glyco inh -1 and Exocytosis inh 4.
Screening CCCCCCN1C(=O)C(O)=C(C(C)=O)C1c1ccc(Cl)cc1 (centres undefined) returned MC4R ag barr -2.8, Cardio protect 5, ABHD5 PLIN5 PPI 2, ABCB6 inh 2 97, m5-HT2A agonist 3, PDI turbidity -2, MC4R antagonist 5, N-glyco inh 0 and Exocytosis inh -2.
CC[C@](C)(O)c1cc2ccccc2c(=O)o1 was read as MC4R ag barr -1.1, Cardio protect 8, ABHD5 PLIN5 PPI -2, ABCB6 inh 2 103, m5-HT2A agonist 3, PDI turbidity -8, MC4R antagonist 5, CaV13 ICDI inh -10, N-glyco inh 2 and Exocytosis inh 3.
Screening O=C(c1ccccc1)N1CCN(C(=O)c2ccc(OC(F)(F)F)cc2)CC1 returned MC4R ag barr -1.1, Cardio protect -1, ABHD5 PLIN5 PPI 3, ABCB6 inh 2 96, m5-HT2A agonist 1, PDI turbidity -9, MC4R antagonist 6, N-glyco inh 2 and Exocytosis inh -2.
`CCOC(=O)CCC(NC(=O)c1ccc(NCN2C(=O)CCC2=O)cc1)C(=O)OCC` (centres undefined) gave MC4R ag barr 0.7, Cardio protect 8, ABHD5 PLIN5 PPI -1, ABCB6 inh 2 104, m5-HT2A agonist 2, PDI turbidity -4, MC4R antagonist 9, CaV13 ICDI inh -7, N-glyco inh 1 and Exocytosis inh 2.
Screening CC(O)[C@H]1CC[C@H]2[C@@H]3CC[C@H]4C[C@@H](O)CC[C@]4(C)[C@H]3/C(=N/O)C[C@]12C (some centres undefined) returned MC4R ag barr -0.8, Cardio protect 1, ABHD5 PLIN5 PPI 2, ABCB6 inh 2 97, m5-HT2A agonist 0, PDI turbidity 7, MC4R antagonist 3, CaV13 ICDI inh -9, N-glyco inh 1 and Exocytosis inh 82*.
Cc1nc2ccc(N3C(=O)CCC3=O)cc2[nH]1 was read as MC4R ag barr -0.1, Cardio protect 14, ABHD5 PLIN5 PPI -7, ABCB6 inh 2 98, m5-HT2A agonist 5, PDI turbidity -2, MC4R antagonist 3, N-glyco inh 0 and Exocytosis inh 1.
Screening N#C/C(=C\c1cc2c(cc1Br)OCO2)C(=O)NCC1CCCO1 (centres undefined) returned MC4R ag barr -0.6, Cardio protect 13, ABHD5 PLIN5 PPI 7, ABCB6 inh 2 100, m5-HT2A agonist 4, PDI turbidity 16, MC4R antagonist -7, CaV13 ICDI inh -2, N-glyco inh 17 and Exocytosis inh 30.
Screening CC1(C)NC(=O)N(CCSc2ccc(Cl)cc2)C1=O returned MC4R ag barr -3.7, Cardio protect -5, ABHD5 PLIN5 PPI 3, ABCB6 inh 2 97, m5-HT2A agonist 1, PDI turbidity -3, MC4R antagonist 8, CaV13 ICDI inh -4, N-glyco inh -4 and Exocytosis inh -1.
Cc1cccc(CN2CCN(c3ccccn3)CC2)c1 was read as MC4R ag barr 0.4, Cardio protect -2, ABHD5 PLIN5 PPI 0, ABCB6 inh 2 104, m5-HT2A agonist 32*, PDI turbidity -1, MC4R antagonist 13, N-glyco inh -1 and Exocytosis inh 0.
For Cc1cccc(S(=O)(=O)N2CN(Cc3ccco3)c3nc4ccccc4nc32)c1 the results were MC4R ag barr -0.1, Cardio protect -2, ABHD5 PLIN5 PPI 9, ABCB6 inh 2 153, m5-HT2A agonist 1, PDI turbidity 0, MC4R antagonist 4, CaV13 ICDI inh -7, N-glyco inh -2 and Exocytosis inh 7.
Screening Cc1cc(C)nc(Nc2nc3ccccc3[nH]2)n1 returned MC4R ag barr -0.9, Cardio protect -8, ABHD5 PLIN5 PPI 5, ABCB6 inh 2 94, m5-HT2A agonist 7, PDI turbidity -1, MC4R antagonist 4, CaV13 ICDI inh -5, N-glyco inh 0 and Exocytosis inh 3.
Nn1c(SCC(=O)Nc2ccc3c(c2)OCO3)nnc1C1CC1 was read as MC4R ag barr 0.1, Cardio protect 2, ABHD5 PLIN5 PPI 2, ABCB6 inh 2 99, m5-HT2A agonist -3, PDI turbidity 2, MC4R antagonist 1, CaV13 ICDI inh -4, N-glyco inh 1 and Exocytosis inh 0.

Pulled by compound from the list above:
`CCN(CC(=O)Nc1ccc(NC(C)=O)cc1)C(=O)c1cc(-c2ccccc2)nn1-c1ccccc1` gave MC4R ag barr -4.5, Cardio protect 4, ABHD5 PLIN5 PPI 3, ABCB6 inh 2 94, m5-HT2A agonist 8, PDI turbidity 0, MC4R antagonist 3, CaV13 ICDI inh -4, N-glyco inh -1 and Exocytosis inh 4.
For CCc1nc2ccc(C(=O)N(C)C(C)C)cn2c1N(CC)Cc1cccc(Br)c1 the results were MC4R ag barr 2.2, Cardio protect -9, ABHD5 PLIN5 PPI 12, ABCB6 inh 2 99, m5-HT2A agonist -1, PDI turbidity -10, MC4R antagonist 5, CaV13 ICDI inh -5, N-glyco inh -1 and Exocytosis inh -8.

Further results
Screening CSc1ccccc1C(=O)Nc1cccc(C(C)=O)c1 returned MC4R ag barr -1.0, Cardio protect -2, ABHD5 PLIN5 PPI -4, ABCB6 inh 2 93, m5-HT2A agonist -1, PDI turbidity 8, MC4R antagonist 1, CaV13 ICDI inh -7, N-glyco inh 1 and Exocytosis inh -3.
For O=C(O)c1cccc2c1C(=O)N(CC1CCCO1)C2 (centres undefined) the results were MC4R ag barr -1.5, Cardio protect 2, ABHD5 PLIN5 PPI 6, ABCB6 inh 2 100, m5-HT2A agonist 2, PDI turbidity 2, MC4R antagonist -2, CaV13 ICDI inh -4, N-glyco inh 1 and Exocytosis inh -1.
For CN1CCN(c2oc(/C=C/c3ccccc3)nc2C#N)CC1 the results were MC4R ag barr -2.0, Cardio protect 6, ABHD5 PLIN5 PPI 4, ABCB6 inh 2 101, m5-HT2A agonist 4, PDI turbidity 7, MC4R antagonist 10, CaV13 ICDI inh -4, N-glyco inh -2 and Exocytosis inh 1.
`COc1cccc(-c2cc(C(F)(F)F)n3ncc(S(=O)(=O)c4ccccc4)c3n2)c1` gave MC4R ag barr 4.9, Cardio protect -7, ABHD5 PLIN5 PPI 2, ABCB6 inh 2 97, m5-HT2A agonist 2, PDI turbidity -2, MC4R antagonist 3, CaV13 ICDI inh -8, N-glyco inh 5 and Exocytosis inh 0.
For O=C(Nc1nc2ccccc2n1CCN1CCCCC1)c1ccco1 the results were MC4R ag barr 0.1, Cardio protect 7, ABHD5 PLIN5 PPI 6, ABCB6 inh 2 102, m5-HT2A agonist 10, PDI turbidity -5, MC4R antagonist 6, CaV13 ICDI inh -4, N-glyco inh 1 and Exocytosis inh 3.
CSc1nc(NCCOCCO)c2sc3nc(-c4ccco4)c4c(c3c2n1)CCC4 was read as MC4R ag barr -1.5, Cardio protect 27, ABHD5 PLIN5 PPI 18, ABCB6 inh 2 94, m5-HT2A agonist -6, PDI turbidity 5, MC4R antagonist -8, CaV13 ICDI inh -7, N-glyco inh 1 and Exocytosis inh -1.

Compound activity from PubChem BioAssay.
